# PAD4 FP inh – inhibitors of human PAD4 | recombinant PAD4, RCA probe fluorescence polarization | Q9UM07 | inhibition, % at 6.36 µM | actives 0.41% (n = 330,000) | AID 485272;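 active = percent inhibition above a cutoff equal to the mean of all tested compounds plus 3 SD, cut at about 15% in these data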;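 note: 0% = PAD4 with RCA probe and DMSO and 100% = probe without PAD4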
# GSTO1 inh – counter-screen for RBBP9 inhibitors: inhibitors of human GSTO1; actives 1.1% (n = 300,000); recombinant GSTO1, activity-based probe fluorescence polarization; AID 1974; P78417; inhibition, % at 5.96 µM;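 active = inhibition above the campaign mean inhibition plus 3 SD, cut at about 35% in these data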;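 note: 0% = GSTO1-1 with DMSO and 100% = wells lacking GSTO1-1 enzyme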
# Target sequence (P78417 whole entry, looked up): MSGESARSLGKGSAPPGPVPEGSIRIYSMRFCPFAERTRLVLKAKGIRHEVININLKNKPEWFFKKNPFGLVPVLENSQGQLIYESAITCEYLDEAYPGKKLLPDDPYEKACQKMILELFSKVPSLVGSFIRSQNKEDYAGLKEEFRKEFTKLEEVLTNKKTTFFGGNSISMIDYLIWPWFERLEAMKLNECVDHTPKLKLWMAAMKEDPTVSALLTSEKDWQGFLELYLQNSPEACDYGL
# LYPLA1 counter – blocks human lysophospholipase 1, a PME1 counter-screen; recombinant LYPLA1, FP-Rh probe fluorescence polarization; actives 0.16% (n = 320,000); inhibition, % at 5.9 µM; O75608;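 active = inhibition above the mean of all tested compounds plus 3 SD, set per campaign, cut at about 14% in these data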;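 note: inhibitors block serine hydrolase probe labeling of LYPLA1 so polarization falls; 0% = enzyme with DMSO and 100% = wells lacking LYPLA1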
# pPAFAH inh – pPAFAH (human) enzyme inhibition; Q13093; recombinant pPAFAH, FP-rhodamine probe fluorescence polarization; inhibition, % at 3.39 µM; actives 1.5% (n = 330,000); AID 463082;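 active = inhibition above the mean inhibition across the screen plus 3 SD, cut at about 25% in these data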;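 note: inhibitors block binding of the rhodamine activity-based probe so polarization drops; 0% = enzyme with DMSO and 100% = wells lacking pPAFAH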
# Target sequence (Q13093 whole entry, looked up): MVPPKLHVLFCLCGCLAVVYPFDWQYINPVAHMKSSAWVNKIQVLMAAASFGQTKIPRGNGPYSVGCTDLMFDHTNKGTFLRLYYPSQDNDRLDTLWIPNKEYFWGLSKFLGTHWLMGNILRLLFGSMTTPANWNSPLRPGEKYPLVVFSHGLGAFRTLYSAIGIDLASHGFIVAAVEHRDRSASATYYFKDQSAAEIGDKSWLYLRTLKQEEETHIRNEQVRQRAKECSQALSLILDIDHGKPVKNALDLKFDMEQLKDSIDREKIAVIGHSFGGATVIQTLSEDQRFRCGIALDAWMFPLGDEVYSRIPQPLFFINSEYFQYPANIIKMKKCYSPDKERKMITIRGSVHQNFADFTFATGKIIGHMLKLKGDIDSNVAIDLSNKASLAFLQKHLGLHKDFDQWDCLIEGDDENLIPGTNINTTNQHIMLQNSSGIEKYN
# PAFAH2 inh – inhibitors of human PAFAH2; recombinant PAFAH2, FP-rhodamine activity probe, fluorescence polarization; inhibition, % at 3.39 µM; actives 0.99% (n = 340,000); Q99487;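 active = inhibition above the mean over all tested compounds plus 3 SD, cut at about 30% in these data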;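 note: inhibitors block probe labeling of enzyme so polarization drops; 0% = enzyme with DMSO and 100% = wells lacking PAFAH2 protein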
# Fam108B counter – Fam108B inhibition, counter-screen for RBBP9 inhibitors; recombinant Fam108B, FP-Rh probe fluorescence polarization; inhibition, % at 9.51 µM; actives 0.33% (n = 300,000);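 active = inhibition above the screen mean inhibition plus 3 SD, computed separately per campaign, cut at about 18% in these data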;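 note: inhibitors lower polarization as less probe binds the enzyme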
# PME-1 inh – PME-1 (human) inhibition; recombinant PME-1, FP-Rh probe fluorescence polarization; inhibition, % at 5.9 µM; actives 0.53% (n = 320,000); AID 2130;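 active = inhibition above the campaign mean of all compounds plus 3 SD, cut at about 26% in these data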;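 note: competitive labeling of PME-1 active site by serine hydrolase directed probe; 0% = PME-1 with DMSO and 100% = wells lacking PME-1 enzyme; inhibitors block probe labeling so polarization falls and inhibition rises; many of its hits are not listed in these tables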
# PAFAH1B3 inh – inhibitors of human PAFAH1B3. inhibition, % at 3.39 µM. actives 0.28% (n = 340,000). recombinant PAFAH1B3, FP-rhodamine probe, fluorescence polarization. Q15102. AID 492972;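 active = inhibition above the screen-wide average of all tested compounds plus 3 SD, cut at about 25% in these data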;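 note: 0% = enzyme with DMSO only and 100% = wells lacking PAFAH1B3 protein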
# PAFAH1B2 inh – blocks human PAF acetylhydrolase 1b catalytic subunit 2. actives 1.2% (n = 340,000). inhibition, % at 3.39 µM. recombinant PAFAH1B2, FP-rhodamine activity probe, fluorescence polarization. P68402;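 active = inhibition above the mean of all tested compounds plus 3 SD, cut at about 24% in these data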;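 note: 0% = enzyme with DMSO and 100% = wells lacking PAFAH1B2; many of its hits are not listed in these tables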
# Target sequence (P68402 whole entry, looked up): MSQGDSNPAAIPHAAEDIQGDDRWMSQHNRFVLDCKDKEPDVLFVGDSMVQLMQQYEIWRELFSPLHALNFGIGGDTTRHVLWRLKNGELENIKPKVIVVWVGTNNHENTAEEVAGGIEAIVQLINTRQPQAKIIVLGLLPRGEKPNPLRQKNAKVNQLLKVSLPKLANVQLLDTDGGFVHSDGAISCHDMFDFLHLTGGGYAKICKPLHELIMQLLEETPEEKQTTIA
# The depositor's hits bear a star; . = no result given. This is a subset. The share of hits here may be higher or lower than overall.
(1) COc1ccccc1N1CCN(C(=O)CCc2nnc3ccc(N4CCOCC4)nn23)CC1
(2) COCCN(C(=O)c1cccc(N2C(=O)CCC2=O)c1)c1nc(-c2ccc([N+](=O)[O-])cc2)cs1
(3) CCS(=O)(=O)c1nc(S(=O)(=O)c2ccc(Cl)cc2)c(NCc2ccccn2)s1
(4) Cc1occc1-c1nnc(SCC(=O)NCCc2ccccc2)o1
(5) CCOC(=O)C1C(=O)C=C(/C=C/c2ccccc2)CC1c1ccc(Cl)cc1 (centres undefined)
(6) Cc1ccc(C(=O)NCCCC(=O)O)o1
(7) Cc1ccc(S(=O)(=O)c2nc(NCCN(C)C)sc2Cl)cc1
(8) O=C(CN1CCN(Cc2ccc(Cl)cc2)CC1)N/N=C/c1c[nH]c2ccccc12
(9) COc1ccc(C(=O)NCC2(c3ccc(OC)c(OC)c3)CCCC2)c(OC)c1
(10) COc1cc(C)c(Cl)cc1S(=O)(=O)NCc1ccccn1

assay / compound	1	2	3	4	5	6	7	8	9	10
PAD4 FP inh	0	5	0	-1	0	-1	1	6	-2	1
GSTO1 inh	-24	5	9	-4	-5	-1	4	2	0	2
LYPLA1 counter	-2	-2	2	3	-3	2	3	-2	-1	2
pPAFAH inh	6	9	3	3	1	6	0	9	10	6
PAFAH2 inh	4	-3	3	3	-7	5	0	0	10	7
Fam108B counter	-2	6	2	-1	2	2	0	-1	-1	-2
PME-1 inh	4	-1	1	5	-5	-1	-2	10	1	2
PAFAH1B3 inh	0	-1	12	3	1	12	3	-4	3	5
PAFAH1B2 inh	0	-2	7	4	-5	4	1	-1	4	3

# Along the list, quoted from above:
# Nos. 1 to 10 in Fam108B counter read -2, 6, 2, -1, 2, 2, 0, -1, -1, -2
# Nos. 1 to 10 in PAFAH2 inh read 4, -3, 3, 3, -7, 5, 0, 0, 10, 7

# (further entries)
(11) CCCCS(=O)CC(CS(=O)CCCC)OC(=O)c1ccccc1 (centres undefined)
(12) COc1cc(C(=O)N2CCN(C/C=C/c3ccccc3)CC2)cc(OC)c1OC
(13) COc1ccc(-c2noc(CCCC(=O)Nc3ccc(C(N)=O)cc3)n2)cc1OC
(14) O=C(O)c1ccccc1Nc1ccccc1C(=O)O
(15) CCc1ccc(C(C(=O)NC2CCCC2)N(C(=O)c2csnn2)C2CC2)cc1 (centres undefined)
(16) CCOC(=O)N1CCN(C(=O)CSC2=NS(=O)(=O)c3ccccc3N2)CC1
(17) COc1cccc(C(=O)N/N=C(\C)c2cccc(NC(=O)c3ccc(F)cc3)c2)c1OC
(18) CC1(C)N=C(N)N=C(N)N1c1ccccc1
(19) CC(C)(C)OC(=O)N[C@@H](Cc1ccccc1)[C@H](O)c1ccco1
(20) COc1ccc(NC(=O)N(Cc2cc3cc(OC)c(OC)cc3[nH]c2=O)CC2CCCO2)cc1 (centres undefined)

assay / compound	11	12	13	14	15	16	17	18	19	20
PAD4 FP inh	-2	-1	2	-3	2	-1	1	2	2	-2
GSTO1 inh	0	0	-13	-1	-1	0	8	1	2	12
LYPLA1 counter	-4	1	-1	1	1	1	-6	-4	0	5
pPAFAH inh	2	4	3	3	5	-2	0	-1	2	8
PAFAH2 inh	-4	0	1	-1	-6	0	-3	9	-9	-6
Fam108B counter	1	-2	2	-2	-5	2	4	0	2	-1
PME-1 inh	-6	-5	3	4	-2	3	5	-3	6	3
PAFAH1B3 inh	1	0	6	-3	0	0	1	1	1	11
PAFAH1B2 inh	0	-1	7	-1	11	4	-4	2	4	1

(21) COc1ccccc1NC(=O)C1CC(C(C)C)OC1=O (centres undefined)
(22) COC(=O)c1cnc(Oc2ccc(NC(=O)NC(=O)c3c(OC)cccc3OC)cc2)cc1C(F)(F)F
(23) CC(C)(C)CC(=O)Nc1nnc(CCc2ccccc2)s1
(24) CN(C)C(=O)c1ccc(NC(=O)COC(=O)Cn2cc(C(F)(F)F)ccc2=O)cc1
(25) COc1ccc(C)cc1NC(=O)C1CCCN(S(=O)(=O)c2cccs2)C1 (centres undefined)
(26) Cc1ccc(C)c(S(=O)(=O)Nc2ccccc2C(=O)Nc2ccc(S(=O)(=O)Nc3ncccn3)cc2)c1
(27) COc1cccc([C@H](O)Cn2cc(-c3ccc(CON=C(C)C)cc3)nn2)c1
(28) COC(=O)c1ccccc1NCc1cc(=O)oc2cc(O)c(O)cc12
(29) O=C(O)CCn1c(-c2ccccc2)cc2ccccc21
(30) Cc1ccc(C)c(OC(C)C(=O)Nc2nccs2)c1 (centres undefined)

assay / compound	21	22	23	24	25	26	27	28	29	30
PAD4 FP inh	-2	2	0	-4	-1	2	-3	9	-6	-3
GSTO1 inh	3	7	3	.	4	-29	3	43*	-2	-6
LYPLA1 counter	0	-4	1	-2	-5	2	-4	-5	-1	-5
pPAFAH inh	-2	3	4	0	6	0	3	82*	7	-7
PAFAH2 inh	.	0	-4	4	8	18	.	31*	1	2
Fam108B counter	-2	-5	4	.	1	2	0	3	0	2
PME-1 inh	-6	3	-1	5	4	-8	-1	-8	-5	-3
PAFAH1B3 inh	.	6	8	9	13	7	.	17	-2	13
PAFAH1B2 inh	.	2	9	2	1	8	.	44*	2	2

(31) O=C(N/C(=C\c1cccs1)C(=O)N1CCOCC1)c1ccco1
(32) COc1ccccc1NC(=O)COc1ccc(/C=N/NC(=O)c2cccnc2)cc1
(33) COc1cc2oc(=O)c(Br)c(C)c2c(OC)c1OC
(34) CC(C)Sc1cc(N2CCCC2)nc(-c2ccc(F)cc2)n1
(35) O=C1CC(NS(=O)(=O)c2ccc([N+](=O)[O-])cc2)CN1c1ccc2c(c1)OCCO2 (centres undefined)
(36) CCOC(=O)C1(Cc2ccc(OC)cc2)CCN(C(=O)CCc2cnccn2)CC1
(37) COC(=O)C[C@H]1c2cc(F)cc(F)c2S(=O)(=O)N1C1CCN(Cc2ccccc2)CC1
(38) CCN(c1ccccc1)S(=O)(=O)c1ccc(Cl)c(NC(=O)COC(=O)c2ccc(O)cc2)c1
(39) CCOC(=O)CNC(=O)CSc1ncnc2c1cnn2Cc1ccccc1
(40) CC(=O)c1cnc(Nc2nc(C)c3cc(C)c(C)cc3n2)nc1C

assay / compound	31	32	33	34	35	36	37	38	39	40
PAD4 FP inh	1	2	0	6	-1	-2	-1	5	5	-3
GSTO1 inh	12	-3	0	7	10	-7	-1	-2	-34	-1
LYPLA1 counter	-3	0	0	-1	-2	2	1	-16	-1	-4
pPAFAH inh	-9	10	-2	1	1	0	2	34*	1	5
PAFAH2 inh	1	7	6	-6	11	-1	4	67*	6	-5
Fam108B counter	-1	-3	5	-4	1	-2	1	1	1	-3
PME-1 inh	-12	-1	4	-8	4	4	5	3	3	-4
PAFAH1B3 inh	3	1	4	-5	9	0	9	1	1	-1
PAFAH1B2 inh	1	0	6	0	3	4	5	-3	-1	2

# Looked up above.
# Result for no. 34 under PAFAH1B2 inh: 0
# Result for no. 35 under PAFAH1B3 inh: 9

# New compounds follow.
(41) COc1ccc2[nH]c(=O)c(CN(C(=O)NC3CCCCC3)C3CCCCC3)cc2c1
(42) COc1ccc(CCNC(=O)c2ccccc2Cl)cc1OC
(43) CNC[C@H](NC[C@@H](NCCCc1ccccc1)c1ccccc1)[C@H](C)O
(44) CCCCn1c(N)c(N(Cc2ccccc2OC)C(=O)c2ccc([N+](=O)[O-])s2)c(=O)[nH]c1=O
(45) Cc1nonc1C(=O)N/N=C/c1ccc(O)cc1O
(46) Cc1cc(C)cc(OCC(=O)NNC(=O)C2CCCO2)c1 (centres undefined)
(47) COc1ccccc1CNS(=O)(=O)c1ccc(C)cc1
(48) N#Cc1c(-c2ccc3c(c2)OCO3)cc[nH]c1=O
(49) Cc1ccc2nc(NC(=O)C3CCCN(S(=O)(=O)c4cccc5nonc45)C3)sc2c1 (centres undefined)
(50) O=C(C1=C(O)C(=O)N(c2ccccc2)C1c1ccc([N+](=O)[O-])cc1)c1cccs1 (centres undefined)

assay / compound	41	42	43	44	45	46	47	48	49	50
PAD4 FP inh	-2	-5	-2	-8	4	-5	3	-3	-9	1
GSTO1 inh	-8	0	4	18	10	7	1	-4	-44	-11
LYPLA1 counter	1	0	1	0	-1	-2	-3	-1	-28	-1
pPAFAH inh	4	-2	-2	7	9	2	4	6	0	2
PAFAH2 inh	15	-2	1	11	-2	-1	6	-2	.	2
Fam108B counter	2	2	6	0	-5	-4	0	-1	-25	4
PME-1 inh	-5	2	1	1	3	-5	1	-3	-43	-7
PAFAH1B3 inh	6	6	5	13	6	5	10	4	.	14
PAFAH1B2 inh	4	2	8	1	9	5	5	-4	.	1

(51) CSCCC(NS(=O)(=O)c1ccc2ccccc2c1)C(=O)OCC(=O)c1ccc(C(C)C)cc1 (centres undefined)
(52) CCCN1Cc2cccc(C(=O)N3CCN(c4ccc(F)cc4)CC3)c2C1=O
(53) CC1CCN(Cc2ccc(-c3nnn(CC(=O)Nc4ccccc4Cl)n3)cc2)CC1
(54) CC(C)(C)C1CCC(C(=O)OCC(=O)N2CCN(C(=O)c3ccco3)CC2)CC1 (centres undefined)
(55) CCOc1ccc(Oc2nc(N(CC)CC)nc(N3CCOCC3)n2)nn1
(56) CCCN(CCC)c1nc(NC2CCN(C(=O)OCC)CC2)nc(OC)n1
(57) Cc1nn(CCC#N)c(NC(=O)c2ccc(Cl)cc2Cl)c1P(=O)(Nc1ccc([N+](=O)[O-])cc1)N1CCOCC1 (centres undefined)
(58) O=c1[nH]c(C2CCN(S(=O)(=O)c3ccc(F)cc3)CC2)nc2c1nnn2Cc1ccc2c(c1)OCCO2
(59) Cc1ccccc1C1c2[nH]c3ccccc3c2C[C@H]2C(=O)N(C3CCN(Cc4ccccc4)CC3)CC(=O)N12 (some centres undefined)
(60) CN(C)S(=O)(=O)NCc1ccc2c(c1)OCO2

assay / compound	51	52	53	54	55	56	57	58	59	60
PAD4 FP inh	5	-4	-3	-5	3	0	4	-9	-1	2
GSTO1 inh	6	1	-3	1	10	0	0	2	0	4
LYPLA1 counter	-19	-3	-4	4	-1	2	0	-3	1	-3
pPAFAH inh	-8	4	2	-1	-2	1	-5	-6	3	-2
PAFAH2 inh	-3	-3	-1	4	-17	6	2	6	1	4
Fam108B counter	-21	1	6	1	2	0	-5	-8	-1	3
PME-1 inh	-30	4	-7	9	1	2	1	32*	0	5
PAFAH1B3 inh	-13	-13	2	-2	2	-1	0	1	2	1
PAFAH1B2 inh	-4	-2	-2	16	0	3	3	0	6	6

# Grouped by structure: the compounds so far with an aryl thioether with sulfur outside any ring.
(4) Cc1occc1-c1nnc(SCC(=O)NCCc2ccccc2)o1
(34) CC(C)Sc1cc(N2CCCC2)nc(-c2ccc(F)cc2)n1
(39) CCOC(=O)CNC(=O)CSc1ncnc2c1cnn2Cc1ccccc1

assay / compound	4	34	39
PAD4 FP inh	-1	6	5
GSTO1 inh	-4	7	-34
LYPLA1 counter	3	-1	-1
pPAFAH inh	3	1	1
PAFAH2 inh	3	-6	6
Fam108B counter	-1	-4	1
PME-1 inh	5	-8	3
PAFAH1B3 inh	3	-5	1
PAFAH1B2 inh	4	0	-1

# Screens as filed in PubChem.
